Source: PubChem (several laboratories)
CTSL1 counter: Fasciola hepatica cathepsin L1 inhibitors, primary screen, counter-screen for PFM18AAP inhibitor project, biochemical, QFRET, fluorogenic peptide substrate; 300,000 tested, 0.49% active; recombinant F. hepatica cathepsin L1, Z-Leu-Arg-MCA fluorescence; inhibition, % at 5.96 µM;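 active = inhibition above the mean of all tested compounds plus 3 SD, set per screening campaign, cut at about 17% in these data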;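 note: 0% = plate median of test compound wells and 100% = 1 µM Z-Phe-Ala-diazomethylketone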
PP1 inh: PP1-alpha phosphatase inhibitors, primary screen, counter-screen for PP5 inhibitor project, biochemical, fluorescence, OMFP substrate, single point; Serine/threonine-protein phosphatase PP1-alpha catalytic subunit (Homo sapiens), P62136; purified PP1alpha; inhibition, % at 6.7 µM; 320,000 tested, 0.9% active;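 active = inhibition above the mean inhibition of all tested compounds plus 3 SD, computed separately for each screening campaign, cut at about 15% in these data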
Target sequence (P62136 whole entry, looked up): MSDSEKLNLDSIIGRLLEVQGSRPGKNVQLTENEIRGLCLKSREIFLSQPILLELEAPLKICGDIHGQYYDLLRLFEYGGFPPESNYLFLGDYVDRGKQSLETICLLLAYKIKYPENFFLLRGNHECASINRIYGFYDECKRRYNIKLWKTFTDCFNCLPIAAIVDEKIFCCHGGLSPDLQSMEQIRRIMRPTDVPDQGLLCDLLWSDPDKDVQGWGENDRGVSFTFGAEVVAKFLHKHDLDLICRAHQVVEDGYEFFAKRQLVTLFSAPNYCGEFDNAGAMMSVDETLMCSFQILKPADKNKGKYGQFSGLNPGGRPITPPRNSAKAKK
procasp3 activ: activators of human procaspase-3 D3A mutant, primary screen, biochemical, absorbance, PC-3 D3A mutant, single concentration | activation, % at 8.5 µM | Caspase-3 (Homo sapiens), P42574 | 330,000 tested, 0.11% active | recombinant procaspase-3 D3A, Ac-DEVD-pNA absorbance 405 nm;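 active = activation above the mean of all tested compounds plus 3 SD, cut at about 21% in these data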;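 note: 0% = DMSO alone and 100% = DMSO wells spiked with extra 5 µM PC-3 D3A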
Target sequence (P42574 whole entry D9A/D28A/D175A): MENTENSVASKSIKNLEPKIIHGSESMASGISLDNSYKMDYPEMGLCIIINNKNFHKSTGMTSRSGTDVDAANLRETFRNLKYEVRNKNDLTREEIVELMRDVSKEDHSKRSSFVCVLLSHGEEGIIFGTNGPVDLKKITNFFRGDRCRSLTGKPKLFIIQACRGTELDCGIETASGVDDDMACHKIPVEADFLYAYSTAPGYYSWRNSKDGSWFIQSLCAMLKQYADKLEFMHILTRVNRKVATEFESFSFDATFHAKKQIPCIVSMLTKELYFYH
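assay system = Procaspase-3 D3A mutant | signal = absorbance at 405 nm, 0 and 120 min | times = 1 h preincubation plus 2 h reaction at 25 °C | repeats = single replicate | read-out = % activation between DMSO and enzyme-spiked controls | medium = Zinc-free HEPES saline buffer with Triton X-100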
TPT1 inhibitor: Candida albicans TPT1 enzyme inhibitors, primary screen, biochemical, fluorescence polarization; AID 1962, 2009; tRNA 2'-phosphotransferase TPT1 (Candida albicans SC5314); recombinant caTPT1, FP RNA substrate dephosphorylation; 300,000 tested, 0.81% active; inhibition, % at 5 µM;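 active = inhibition above the mean of all tested compounds plus 3 SD, set per screening campaign, cut at about 24% in these data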;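 note: plate controls were DMSO alone for no effect and ferristatin control at 100 nM for full effect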
proCasp7 act: procaspase-7 activators, primary screen, counter-screen for procaspase-3 activator project, biochemical, absorbance, HTS, human | 330,000 tested, 0.093% active | activation, % at 8.5 µM | recombinant procaspase-7, Ac-DEVD-pNA absorbance 405 nm; D23A/D198A/D206A triple mutant, cannot self-cleave; scale: DMSO 0, 5 µM enzyme 100 | Caspase-7 (Homo sapiens), P55210;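 active = percent activation above the screen-wide mean plus 3 SD, cut at about 25% in these data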
Target sequence (P55210 whole entry D23A/D198A/D206A): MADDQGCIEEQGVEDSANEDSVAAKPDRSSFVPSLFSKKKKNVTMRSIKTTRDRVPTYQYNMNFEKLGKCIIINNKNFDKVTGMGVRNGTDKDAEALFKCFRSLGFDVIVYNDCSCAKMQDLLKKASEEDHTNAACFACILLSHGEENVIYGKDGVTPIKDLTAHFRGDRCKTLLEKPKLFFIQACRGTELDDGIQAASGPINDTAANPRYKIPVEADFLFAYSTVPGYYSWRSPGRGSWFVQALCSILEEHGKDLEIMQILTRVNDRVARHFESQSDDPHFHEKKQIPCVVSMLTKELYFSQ
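Material: Procaspase-7 triple mutant (PC-7 D3A) | Quantity: 2 µM procaspase-7 mutant as dispensed | Reagent: DEVD-pNA substrate | Times: 1 h preincubation, 2 h reaction | Technique: 405 nm absorbance of p-nitroaniline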
GASC-1 inh: inhibitors of GASC-1 histone demethylase, primary screen, biochemical, fluorescence, DELFIA europium; Lysine-specific demethylase 4C (Homo sapiens), Q9H3R0; GST-JMJD2C(1-420) H3K9me3 demethylation; AID 2099, 2009; 330,000 tested, 0.069% active; inhibition, % at 2.35 µM;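 active = more than half of a compound's replicate wells show inhibition beyond 50%, single wells judged on their own value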;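 note: signal counts dimethyl H3K9 product captured on neutravidin plate; 0% = median of DMSO wells and 100% = 0.3 times that DMSO median; strong numbers were not always called active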
Efflux pump mplx: inhibitors of Candida efflux pumps in yeast, primary screen, S. cerevisiae, Nile Red, multiplex; inhibition, % at 10 µM; 330,000 tested, 0.44% active; S. cerevisiae Candida pump triplex;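 active = plate passing quality check with inhibition over a set limit, or well fluorescence over plate mean plus 4 SD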;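 note: Nile Red retained in pooled yeast measured as flow cytometry median fluorescence; 0% = buffer negative control and 100% = Enniatin B positive control; higher means more Nile Red kept so more efflux inhibition; some compounds called inactive have numbers as strong as hits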
HCV core dimer: inhibitors of HCV core protein dimerization, primary screen, biochemical, TR-FRET, high-throughput | TR-FRET GST/Flag-core106 dimerization, 1536-well | inhibition, % at 5 µM | 300,000 tested, 0.33% active | AID 1899, 2009;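 active = inhibition above the mean of all tested compounds plus 3 SD, set per screening campaign, cut at about 45% in these data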
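assay system = GST-tagged and Flag-tagged HCV core protein residues 1-106 | controls = unlabelled core106 and no-GST-core106 wells | incubation = compound-protein-antibody incubation 4 h at 22.5 °C | probe or stimulus = Eu donor and XL665 acceptor anti-tag antibodies | read-out = % inhibition based on acceptor/donor emission ratio | signal = TR-FRET 671 and 617 nm emission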
PP5 inh: PP5 phosphatase inhibitors, primary screen, biochemical, fluorescence. 320,000 tested, 0.18% active. purified PP5c, OMFP substrate fluorescence. inhibition, % at 6.7 µM;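 active = inhibition above the campaign's mean inhibition across all tested compounds plus 3 SD, cut at about 9.5% in these data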;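 note: 0% = DMSO only and 100% = 100 µM cantharidin control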
An asterisk follows results filed as active; x = no result given.

SMILES | CTSL1 counter | PP1 inh | procasp3 activ | TPT1 inhibitor | proCasp7 act | GASC-1 inh | Efflux pump mplx | HCV core dimer | PP5 inh
Cc1ccc(N2C(=O)C3NN=C(C(=O)OCc4ccccc4)C3C2=O)c(C)c1 (stereo unspecified) | 4 | 0 | -2 | -4 | 5 | -6 | -0.1 | -1 | 2.6
COc1ccc(N2CCN(CCCNC(=O)c3cc4sccc4n3C)CC2)cc1 | -2 | -4 | -7 | 2 | 2 | 13 | 0.1 | -8 | 2.2
CSc1ccccc1Sc1cc(C(=O)O)c2ccccc2n1 | 1 | -2 | 3 | 1 | 8 | 5 | -0.2 | 6 | -0.7
COc1cc(C2CC(=O)Oc3c2c(=O)n(C)c2ccccc32)cc(OC)c1OC (stereo unspecified) | 1 | 1 | 2 | -47 | 3 | 0 | -0.1 | -1 | -4.7
CC(C)(C)C(=O)/C=c1\[nH]c(=O)/c(=C\c2ccc(F)cc2)s1 | 1 | 0 | -12 | 4 | -13 | -8 | -0.1 | 6 | 3.8
COc1ccc(NC(=O)CCn2cccc2)cc1 | 10 | 2 | -2 | 4 | -14 | -5 | 0.0 | -10 | -3.2
Cc1cc2c(cc1C)NC1(C(=O)Nc3ccccc31)C1=C(CC(C)(C)CC1=O)N2 (stereo unspecified) | 0 | -4 | 5 | -4 | 15 | 4 | -0.1 | -5 | -0.2
Cc1n[nH]c(=O)c2c(NC(=O)COC(=O)c3ncc(Cl)c(Cl)c3Cl)oc(C)c12 | 3 | -6 | -7 | -3 | -9 | -1 | 0.1 | 2 | -0.2
CCn1cc(C(=O)NCCO)c(=O)c2cc(F)c(N3CCN(C)CC3)cc21 | -4 | -5 | -8 | -2 | -3 | 0 | 0.1 | 4 | -2.0
CCOC(=O)C1CCN(C(=O)c2ccc3c(c2)C(=O)N(c2ccccc2C)C3=O)CC1 | -1 | -1 | 12 | 0 | 5 | 3 | -0.1 | -2 | 1.4
CCOc1ccc(NC(=S)Nc2cc(OC)c(Cl)cc2OC)cc1 | 0 | 1 | -7 | -3 | -24 | 5 | -0.1 | -8 | 1.9
CSc1nnc(-c2sc3cc(Cl)ccc3c2Cl)n1C | -4 | 3 | 3 | -4 | 7 | 5 | -0.1 | 10 | 1.1
Cc1nc(SCC(=O)O)c(C#N)c(C)c1CC(=O)c1ccccc1 | -1 | 0 | 0 | 1 | 2 | 25 | -0.2 | -2 | 4.4
Clc1ccc(OCCOCCNCc2ccccc2)cc1Cl | -1 | 2 | -2 | 4 | 4 | 17 | 0.1 | -6 | 0.2
O=C1OCC(CO)(CO)N=C1NNc1ccccc1Cl | 0 | -2 | 2 | -1 | 7 | -6 | 0.0 | 5 | 0.1
COc1ccc([C@@H]2CC=C(C(=O)O)[C@H](c3cccc(Cl)c3)N2S(=O)(=O)c2ccc(Cl)cc2)cc1 | 5 | 11 | 9 | 0 | 0 | -4 | 0.1 | 22 | 2.3
CC(=O)c1sc(N2CCOCC2)nc1-c1ccccc1 | 1 | 1 | 3 | -1 | 9 | -8 | -0.1 | 2 | -0.5
S=c1[nH]c2ccc3ccccc3c2[nH]1 | -5 | -5 | -4 | 3 | 4 | -9 | 0.2 | -9 | 1.5
O=C(Nc1ccc([N+](=O)[O-])cc1)OCCc1ccccn1 | -2 | -2 | 0 | 1 | 3 | -3 | 0.2 | 7 | 1.8
COc1ccc2c(c1)N(C)/C(=C1/SC(=S)N(NC(C)=O)C1=O)S2 | 1 | -2 | 2 | 5 | -3 | 4 | -0.1 | -1 | 1.2
CN(C1CCS(=O)(=O)C1)S(=O)(=O)c1ccccc1[N+](=O)[O-] (stereo unspecified) | -3 | -2 | 15 | 3 | -16 | 2 | 0.1 | -1 | 3.2
CCC(C)(C)n1nnnc1CN1CCC(NC(=O)c2ccc(Br)cc2)CC1 | 2 | -3 | 2 | 4 | -11 | -24 | -0.2 | 0 | 1.2
O=C(O)c1c2c(nc3ccccc13)-c1ccccc1CC2 | -1 | -2 | 3 | -8 | -1 | -19 | -0.1 | 1 | 3.1
COc1ccc([N+](=O)[O-])cc1NC(=S)Nc1ccccc1 | 1 | 0 | 2 | -3 | -3 | -1 | -0.1 | -25 | -1.0
CCOC(=O)C1CCCN(C2=NC(=O)/C(=C/c3ccc(O)c(OCC)c3)S2)C1 (stereo unspecified) | 6 | 2 | -5 | 10 | -13 | 5 | -0.1 | -2 | -0.3
CC(C)(C)C(=O)Nc1ccc(C(=O)N/N=C/c2ccccc2OC(=O)c2ccc(Cl)cc2Cl)cc1 | 0 | 1 | 15 | -3 | -3 | 4 | -0.2 | 21 | 4.0
O=[N+]([O-])c1ccc(N2CCN(S(=O)(=O)c3ccccc3[N+](=O)[O-])CC2)cc1N1CCc2ccccc2C1 | 0 | -1 | 1 | -4 | 1 | 17 | 0.0 | 21 | -0.3
CCOc1ccc(C(=O)Nc2nnc(S(=O)(=O)N(C)Cc3ccco3)s2)cc1 | 2 | 17* | 0 | 6 | -14 | 4 | 0.4 | 2 | -0.3
N#C/C(=C\c1ccc(Sc2ccc(Cl)cc2)o1)c1nc2ccccc2[nH]1 | 4 | 9 | -37 | 52* | -15 | -10 | 0.1 | -4 | 6.9
Cc1cccc(N2CCN(C(=O)COc3ccc4ccc(=O)oc4c3)CC2)c1C | 7 | 3 | 1 | -4 | 6 | 15 | -0.1 | -3 | 1.5
CC(C)NC(=O)N(C)C[C@H]1Oc2ccc(NS(=O)(=O)c3ccccc3)cc2C(=O)N([C@H](C)CO)C[C@@H]1C | x | x | 0 | x | -3 | -6 | -0.1 | x | x
O=C(Nc1ccccc1C(=O)O)c1cccc(C(=O)Nc2ccccc2C(=O)O)c1 | 1 | -1 | 4 | -5 | 1 | 0 | 0.0 | 19 | -1.6
CN(CCc1ccccn1)C(=O)CCC1CCCN(Cc2ccccc2OC(F)F)C1 (stereo unspecified) | -4 | 4 | 3 | -1 | 3 | -3 | -0.2 | -3 | 0.5
Cc1nc(=O)c(-c2ccccc2)c(C)n1-c1ccccc1 | -5 | 0 | 5 | -1 | -1 | 6 | 0.0 | 3 | 0.9
Cc1cnc(C(=O)Nc2ccc3c(c2)CCC3)cn1 | -4 | -1 | 4 | -6 | -1 | 1 | -0.1 | -2 | 0.8
COCc1cc(C)nc(N2CCOCC2)c1C#N | 0 | -1 | -3 | 0 | 0 | 24 | -0.1 | 7 | -0.2
O=C(Cc1ccccc1)Nc1ccc(C(=O)NCC2COc3ccccc3O2)cc1 (stereo unspecified) | -2 | -1 | 3 | -3 | -3 | 11 | 0.0 | 15 | 1.3
CC(=O)N1CCN(CCN(CC2C(C)C=C(C)CC2C)C(C)=O)CC1 (stereo unspecified) | 1 | 0 | -7 | -5 | 2 | -5 | 0.0 | 2 | -0.9
CCN1CCN(c2ccc(S(=O)(=O)N3CCCCC3)cc2NC(=O)CC(C)c2ccccc2)CC1 (stereo unspecified) | -18 | -7 | -8 | -3 | 4 | 68 | -0.1 | 2 | 0.8
O=C(Cc1ccc(S(=O)(=O)N2CCOCC2)s1)NC1CCCCC1 | x | -5 | 6 | x | -2 | x | -0.1 | x | -0.3
CC1CCCN(S(=O)(=O)c2ccccc2[N+](=O)[O-])C1 (stereo unspecified) | -2 | -1 | 4 | -3 | 3 | 3 | 0.2 | -8 | 1.2
Cn1cccc1Cc1nnc(SCC(=O)Nc2ccc(Cl)cc2)n1-c1ccc(F)cc1 | 1 | -4 | 1 | 1 | -6 | -7 | 0.1 | 1 | -0.5
CCC1CCCCN1Cc1nc(Cc2ccccc2Cl)no1 (stereo unspecified) | -9 | -3 | 0 | 2 | 1 | -2 | 0.1 | 2 | 3.1
CC(Sc1nc2ccccc2c(=O)n1CC1CCCO1)C(=O)N(C)c1ccccc1 (stereo unspecified) | x | -4 | -5 | x | 1 | x | 0.0 | x | -1.1
Cc1ccc(CNC(=O)c2cc(-c3ccccc3)nn2Cc2cc(C)no2)cc1 | 1 | 2 | 6 | 1 | -4 | 17 | x | 3 | 4.5
Cc1nc2ccccc2c(=O)n1/N=C/c1ccccc1OC(F)F | 4 | -1 | -4 | 4 | 8 | 6 | -0.1 | 2 | 5.5
COc1cc(/C=N/NC(=S)NCc2ccccc2)ccc1OCC#N | 1 | -2 | 1 | -3 | 3 | -3 | -8.5 | 5 | 1.1
Cc1cccc(C)c1OCCCN1CCCC1 | 1 | -3 | -1 | 0 | 11 | -4 | -0.1 | -3 | -2.0
O=C(COc1ccc2ccc(=O)oc2c1)Nc1c(Cl)cccc1C(F)(F)F | -1 | 1 | 5 | -1 | 8 | 3 | 0.0 | 5 | -2.0
O=[N+]([O-])c1ccc(COc2cccc3cccnc23)cc1 | -6 | 1 | 1 | -3 | 5 | -13 | 0.1 | 6 | 1.9

Three consecutive compounds from above, quoted:
SMILES | CTSL1 counter | PP1 inh | procasp3 activ | TPT1 inhibitor | proCasp7 act | GASC-1 inh | Efflux pump mplx | HCV core dimer | PP5 inh
CC1CCCN(S(=O)(=O)c2ccccc2[N+](=O)[O-])C1 (stereo unspecified) | -2 | -1 | 4 | -3 | 3 | 3 | 0.2 | -8 | 1.2
Cn1cccc1Cc1nnc(SCC(=O)Nc2ccc(Cl)cc2)n1-c1ccc(F)cc1 | 1 | -4 | 1 | 1 | -6 | -7 | 0.1 | 1 | -0.5
CCC1CCCCN1Cc1nc(Cc2ccccc2Cl)no1 (stereo unspecified) | -9 | -3 | 0 | 2 | 1 | -2 | 0.1 | 2 | 3.1

Next part
SMILES | CTSL1 counter | PP1 inh | procasp3 activ | TPT1 inhibitor | proCasp7 act | GASC-1 inh | Efflux pump mplx | HCV core dimer | PP5 inh
O=C(CSc1ncc(-c2ccccc2)n1-c1ccccc1)NCc1ccco1 | 1 | 5 | 3 | -3 | 6 | -2 | 0.1 | 1 | 2.4
CC1CCN(c2c(NCc3ccc(C(=O)NCc4ccco4)cc3)c(=O)c2=O)CC1 | -2 | -2 | -1 | -4 | 6 | 8 | 0.3 | -9 | 2.6
Cc1ccccc1C(=O)NNC(=O)c1ccc(F)cc1 | 1 | 0 | 1 | -5 | 15 | -6 | -0.1 | 1 | -2.1
COc1ccccc1/C=N/N1C(=O)C2C3C=CC(CC3)C2C1=O (stereo unspecified) | 2 | -3 | -4 | -1 | 3 | -1 | -0.2 | 2 | 1.5
Cn1nccc1C(=O)N1CCOCC1 | 0 | -1 | -1 | 2 | 10 | 0 | 0.0 | -3 | 1.0
